CHRM5 antagonist = human M5 muscarinic receptor antagonists, primary screen, CHO cells, Fluo-8 calcium fluorescence | actives 0.59% (n = 360,000) | Muscarinic acetylcholine receptor M5 (Homo sapiens), P08912 | CHO-hM5 cells, ACh EC80 | inhibition, % at 3 µM;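 active = inhibition above a per-plate cutoff, the mean of that plate's test compounds plus 3 SD, cut at about 27% in these data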;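 also: 0% = acetylcholine EC80 with DMSO and 100% = DMSO without agonist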
Target sequence (P08912 whole entry, looked up): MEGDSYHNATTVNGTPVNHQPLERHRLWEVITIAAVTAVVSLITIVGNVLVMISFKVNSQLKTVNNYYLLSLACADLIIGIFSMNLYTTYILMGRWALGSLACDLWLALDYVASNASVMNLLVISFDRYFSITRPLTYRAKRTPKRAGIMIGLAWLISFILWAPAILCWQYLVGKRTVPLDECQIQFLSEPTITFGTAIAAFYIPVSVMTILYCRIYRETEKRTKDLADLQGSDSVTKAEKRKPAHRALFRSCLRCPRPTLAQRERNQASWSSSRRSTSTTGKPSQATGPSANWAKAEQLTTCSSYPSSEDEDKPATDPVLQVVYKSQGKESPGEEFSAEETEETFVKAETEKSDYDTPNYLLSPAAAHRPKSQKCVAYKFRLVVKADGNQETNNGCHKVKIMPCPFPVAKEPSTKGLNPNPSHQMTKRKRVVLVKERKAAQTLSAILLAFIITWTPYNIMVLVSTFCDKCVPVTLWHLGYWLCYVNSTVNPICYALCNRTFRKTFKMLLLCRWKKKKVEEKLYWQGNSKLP
CHRM4 antagonist = human M4 muscarinic receptor antagonists, primary screen, CHO cells, Fluo-8 calcium fluorescence; actives 0.73% (n = 360,000); AID 624125, 2012; inhibition, % at 3 µM; Muscarinic acetylcholine receptor M4 (Homo sapiens), P08173; CHO-hM4 cells, ACh EC80;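 active = inhibition above its plate's cutoff, the mean inhibition of sample wells plus 3 SD, cut at about 27% in these data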;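 also: 0% = acetylcholine EC80 with DMSO and 100% = DMSO without agonist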
Target sequence (P08173 whole entry, looked up): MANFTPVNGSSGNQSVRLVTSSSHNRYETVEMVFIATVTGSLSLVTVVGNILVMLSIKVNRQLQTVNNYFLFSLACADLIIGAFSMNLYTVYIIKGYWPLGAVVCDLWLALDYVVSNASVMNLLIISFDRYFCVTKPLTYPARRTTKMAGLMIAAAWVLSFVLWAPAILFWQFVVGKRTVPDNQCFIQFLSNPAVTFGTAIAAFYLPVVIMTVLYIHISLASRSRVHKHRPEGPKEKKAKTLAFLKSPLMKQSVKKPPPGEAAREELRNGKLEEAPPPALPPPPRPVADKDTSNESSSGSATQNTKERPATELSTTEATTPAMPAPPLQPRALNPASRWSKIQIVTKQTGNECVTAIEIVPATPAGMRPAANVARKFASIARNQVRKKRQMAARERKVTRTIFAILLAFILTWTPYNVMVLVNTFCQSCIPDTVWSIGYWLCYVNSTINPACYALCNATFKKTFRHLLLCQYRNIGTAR
CRFBP-R2 agonist = agonists of CRF-BP/CRF-R2 complex, primary screen, cell-based, HEK293, calcium dye fluorescence, uHTS | activation, % at 13.2 µM | AID 588473, 2011 | actives 0.46% (n = 350,000) | calcium dye fluorescence (FLIPR); percent of saturating CRF peptide response;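 active = activation of at least 50%, plus an integration ratio under a set limit after plate pattern correction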;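 also: plate controls were neutral control wells without compound for no effect and CRF at EC100 for full effect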
M1 antag = human M1 muscarinic receptor antagonists, primary screen, CHO-K1 cells, Fluo-8 calcium fluorescence, 1536-well | Muscarinic acetylcholine receptor M1 (Homo sapiens), P11229 | CHO-K1 hM1, ACh EC80 antagonist | inhibition, % at 3 µM | actives 1.3% (n = 360,000);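 active = percent inhibition above its own plate's cutoff, namely the mean of that plate's compound wells plus 3 SD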;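 also: peak over basal fluorescence ratio during 140 s after agonist addition; 0% = ACh EC80 plus DMSO and 100% = DMSO alone without agonist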
M5 ag = human M5 muscarinic receptor agonists, primary screen, CHO-K1 cells, Fluo-8 calcium fluorescence. CHO-K1 hM5 cells; 0% DMSO wells, 100% maximal acetylcholine response. actives 0.19% (n = 360,000). activation, % at 3 µM. AID 624037, 2012;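 active = activation above the run's mean over test compounds plus 3 SD, cut at about 23% in these data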;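 also: signal is peak over basal fluorescence ratio across the kinetic read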
M4 PAM = human M4 muscarinic receptor positive allosteric modulators, primary screen, CHO-K1 cells, Fluo-8 calcium fluorescence; Muscarinic acetylcholine receptor M4 (Homo sapiens), P08173; CHO-K1 hM4/Gqi5, ACh EC20; 0% = ACh EC20, 100% = maximal ACh; activation, % at 3 µM; actives 0.4% (n = 360,000); AID 624126, 2012;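 active = activation above its plate's cutoff, the mean activation of sample wells plus 3 SD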; also: some results filed as inactive read as strong as hits
CHRM4 agonist = human M4 muscarinic receptor agonists, primary screen, CHO-K1 cells, Fluo-8 calcium fluorescence | CHO-K1 hM4/Gqi5; vehicle 0%, full acetylcholine response 100% | activation, % at 3 µM | actives 0.14% (n = 360,000) | AID 624127, 2012;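 active = activation above the run mean over all test wells plus 3 SD, cut at about 32% in these data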;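 also: peak over basal fluorescence ratio per well then scaled between controls; 0% = DMSO wells and 100% = acetylcholine at EC100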
M1 PAM = human M1 muscarinic receptor positive allosteric modulators, primary screen, CHO-K1 cells, Fluo-8 calcium fluorescence, 1536-well; actives 0.088% (n = 360,000); activation, % at 3 µM; CHO-K1 hM1, ACh EC20; 0% = ACh EC20, 100% = maximal ACh; Muscarinic acetylcholine receptor M1 (Homo sapiens), P11229; in the data active = activation above about 19%, passing the limit was not always enough
M5 PAM = human M5 muscarinic receptor positive allosteric modulators, primary screen, CHO-K1 cells, Fluo-8 calcium fluorescence | Muscarinic acetylcholine receptor M5 (Homo sapiens), P08912 | CHO-K1 hM5, ACh EC20 PAM; 0% = ACh EC20, 100% = ACh EC100 | activation, % at 3 µM | actives 0.3% (n = 360,000) | AID 624038, 2012;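 active = activation above the run cutoff, the mean activation of all test compounds plus 3 SD, cut at about 18% in these data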
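Assay system – human M5 receptor in CHO-K1 cells · Read-out – % activation, ACh-normalized · Technique – Fluo-8 calcium fluorescence · Dosing – single-point, 3 µM nominal · Incubation – Fluo-8 loading 80 min at 37 °C plus 30 min room temperature · Repeats – singlicate, one well per test compound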
An asterisk follows results filed as active; · = no result given. Hits appear at their usual frequency. Share with any hit: about 2.8%.

SMILES	CHRM5 antagonist	CHRM4 antagonist	CRFBP-R2 agonist	M1 antag	M5 ag	M4 PAM	CHRM4 agonist	M1 PAM	M5 PAM
CC[C@]12c3[nH]c4cc(CCC(=O)N(C)C)ccc4c3CCN1C(=O)[C@@H](CC(=O)NCCC1=CCCCC1)C[C@@H]2C(=O)N1CCN(C(=O)c2ccco2)CC1	1	-8	-0.3	-4	-1	-6	0	1	-2
Cc1cccc(NC(=S)N2CCCCC2c2cccnc2)c1C (stereo not drawn)	-1	1	8.9	-2	-2	3	1	2	3
CN(C)S(=O)(=O)c1ccc(C(=O)OCC(=O)N2CC3(C)CC2CC(C)(C)C3)cc1 (stereo not drawn)	7	1	-3.6	3	4	2	4	0	-12
CCOc1ccc(NC(=O)CSc2nc3ccccc3c(=O)n2CCNC(C)=O)cc1	9	-4	-1.0	-7	-4	-4	1	11	-7
CN(C)c1ccc(S(=O)(=O)NCC(=O)NCC2CCCCC2)cc1[N+](=O)[O-]	-11	-14	-1.6	-6	-2	2	4	3	2
Cc1nn(-c2ccccc2)c(Cl)c1C(=O)N(C)CC(=O)Nc1cccc(F)c1	3	-1	0.0	-17	4	-2	5	3	1
O=C(Nc1cccc(NC(=O)c2ccc(Cl)cc2Cl)c1)c1cccnc1	5	2	-1.0	-3	1	-9	15	6	-7
CC(=O)c1ccc(N=C2C(=O)Nc3ccccc32)cc1	-10	-12	0.2	-12	7	4	2	18	4
COc1ccccc1N(CC(N)=O)S(=O)(=O)c1ccc(C)cc1	-1	-6	0.9	-17	-1	8	1	10	0
COc1cccc(NC(=O)CN(C)C(=O)c2cc3ccccc3cc2OC)c1	3	0	-0.3	-10	-2	5	5	16	2
COc1ccc(NC(=O)c2cccc3c2C(=O)N(CC2CCCO2)C3)cc1OC (stereo not drawn)	1	3	-0.9	-6	2	0	8	-2	-2
Cc1cccn2c(=O)c3cc(C(N)=S)c(=N)n(CCCN4CCOCC4)c3nc12	9	7	0.9	4	-1	-12	0	-2	0
CCOc1ccc(NC(=O)CC2C(=O)N(CC)C(=S)N2NC(=O)c2ccncc2)cc1 (stereo not drawn)	-4	-11	-0.7	-17	2	1	1	9	4
Cc1c(/C=N/NC(=O)c2cc(C(C)(C)C)[nH]n2)c2ccccc2n1C	12	4	-0.8	17	3	-8	11	-7	-8
COc1cc(SC)ccc1C(=O)NCC1CCCCC1	-11	-8	-0.2	-9	-4	6	-2	11	9
O=C(NC1CCCCCC1)C(=O)NC1CCCC1	-2	-3	1.1	-6	0	-2	0	5	2
Nc1nc(SCc2ccccc2)n[nH]1	11	-2	0.6	2	2	-6	11	-1	-5
CC(C)c1cc(=O)[nH]c(SCC(=O)NC2CCCC2)n1	2	0	-0.1	-2	-1	4	0	2	5
Cc1ccc(-c2nc3ccccc3c(=O)n2NC(=O)COc2ccccc2)cc1	5	-8	-7.9	-14	-1	2	6	8	-3
Cc1cnc(C(=O)OCc2cc(=O)n3c(C)cccc3n2)cn1	5	-2	-3.7	-3	3	-2	0	10	8
CC(C)NC(=O)N(C)C[C@@H]1OCc2cn(nn2)CCCC(=O)N([C@H](C)CO)C[C@H]1C	-2	-10	0.2	-12	1	6	1	8	0
COCCNC(=O)c1sc(=O)n(Cc2ccc(SC)cc2)c1C	-4	-5	·	-11	0	2	1	8	2
CCOC(=O)Cc1nnc(NC(=O)CSc2nnc3c4ccccc4n(C(C)C)c3n2)s1	-7	2	3.1	6	-3	3	2	-4	-7
COc1ccc(-c2nnc(NC(=O)C3=COCCO3)o2)cc1	3	4	1.6	3	2	-7	0	1	-1
COc1ccc(C(CNC(=O)c2cccnc2SC)N2CCOCC2)cc1 (stereo not drawn)	-5	-13	1.1	-6	-12	5	0	2	17
SMILES	CHRM5 antagonist	CHRM4 antagonist	CRFBP-R2 agonist	M1 antag	M5 ag	M4 PAM	CHRM4 agonist	M1 PAM	M5 PAM
O=C1c2ccccc2C(=O)N1C/C=C/c1ccccc1	-3	0	-1.0	-1	-8	2	1	4	5
O=C(COc1ccc(Cl)cc1)Nc1cc(S(=O)(=O)N2CCCCC2)ccc1N1CCCCC1	-6	-19	8.6	-12	0	9	0	1	1
CC1CCCC(NC(=O)COc2ncnc3ccccc23)C1C (stereo not drawn)	14	-4	-3.1	2	3	0	2	2	-3
Cc1nc(Nc2cc(F)ccc2C)c2nnn(Cc3ccccc3)c2n1	-4	3	0.4	-12	-1	-4	-1	1	-9
CCCN1C(=O)C(O)(C/C(C)=N/O)c2ccccc21 (stereo not drawn)	-3	6	-1.9	-3	2	-5	0	10	-1
CCCCC(c1nnnn1C1CCCC1)N1CCN(C2CCCC2)CC1 (stereo not drawn)	-8	-8	-1.6	-5	-8	-4	1	-1	-1
Oc1cc2c(cc1C(c1ccc(Cl)c(Cl)c1)N1CCCC1)OCO2 (stereo not drawn)	-4	5	0.4	0	1	-1	4	8	-9
C/C(=N\NC(=S)NC(C)C)c1cccc([N+](=O)[O-])c1	-4	0	-2.5	-6	-2	-6	1	-3	-4
CCOC(=O)Nc1ccc2nc(-c3cscn3)[nH]c2c1	-3	3	-0.4	-17	1	3	1	18	2
O=C(NCc1ccc(Cl)cc1Cl)Nc1ccccc1	18	-3	0.2	8	-1	-22	11	-12	-16
CCCN1CCC(=O)N([C@H](CO)Cc2ccccc2)CC1	-3	-6	0.5	3	1	15	4	-5	7
COc1ccc(-c2ccc(CN3C(C(C)C)C(=O)N(Cc4cn(CCC5OCCCO5)nn4)CCS3(=O)=O)cc2)cn1 (stereo not drawn)	2	5	-0.3	8	1	6	5	-4	3
CN(C(=O)CSc1cccc[n+]1[O-])C1CCCCC1	11	10	1.4	-1	0	5	1	4	-3
COc1ccc(C2=CC(=O)C[C@H](c3ccc(Cl)cc3)C2)cn1	-7	-5	-2.5	-6	-1	7	1	7	10
CC(C)(C)c1nc2scc(-c3cccs3)c2c(=O)o1	1	0	1.1	-13	-3	2	0	5	-2
CCn1c(SCC(=O)c2[nH]c(C)c(C(C)=O)c2C)nnc1-c1ccccc1	3	9	0.8	3	5	-9	11	-3	-15
CC(=O)N1CCc2cc(S(=O)(=O)NC(Cc3ccccc3)C(=O)O)ccc21 (stereo not drawn)	-10	-13	-0.3	-9	1	-2	0	7	6
O=C(CC[C@H]1O[C@@H](n2cnc3c(NC(=O)c4ccccc4)ncnc32)[C@H](O)[C@@H]1O)NCc1cccc2ccccc12	4	2	·	-27	-1	0	1	4	2
Cc1noc(NS(=O)(=O)c2ccc(NC(=O)/C=C/c3ccc(Cl)cc3Cl)cc2)c1C	-1	-7	-2.6	3	0	2	0	1	-1
COc1ccc(OCCCn2cc(/C=C3/C(=N)N4C=C(C)SC4=NC3=O)c3ccccc32)cc1	6	-2	10	-5	0	1	1	6	-5
CC(C)(C)n1nc2c(c1NC(=O)Cc1cccc3ccccc13)CS(=O)(=O)C2	2	6	-1.7	-17	0	7	1	9	5
COc1cc(/C=N/n2c(=S)[nH]nc(C)c2=O)cc([N+](=O)[O-])c1O	13	6	1.0	16	4	-9	20	-8	-9
COc1ccccc1NS(=O)(=O)c1cc(NC(=O)c2cccc(S(=O)(=O)N(C)C)c2)ccc1N1CCOCC1	-12	-21	2.3	2	-2	4	2	0	0
CCOc1cc(C=O)ccc1OCCSc1ccc(C)cc1	-8	-17	-0.8	0	-5	3	-1	-7	-12
COC(=O)c1ccc(C(=O)N(C)C2CCCN(Cc3ccccc3F)C2)cc1 (stereo not drawn)	10	-3	-0.8	-12	-1	4	-1	7	5
C=CCc1cccc2cc(C(=O)Nc3ccccc3C(=O)O)c(=O)oc12	6	-9	-6.7	6	4	6	4	-2	6
COCCNc1ccc(S(=O)(=O)N2CCCC2)cc1[N+](=O)[O-]	-5	3	0.6	1	-2	-1	0	6	-2
Cc1ccc(Oc2ccc(NC(=O)c3ccco3)cc2)cc1	6	6	-0.9	3	-5	2	-1	10	-8
CCCOc1cccc(NC(=O)c2c(-c3ccccc3)noc2C)c1	4	6	1.7	6	-13	-1	-1	-4	-13

Of the compounds above, 2 have a COOH group:
SMILES	CHRM5 antagonist	CHRM4 antagonist	CRFBP-R2 agonist	M1 antag	M5 ag	M4 PAM	CHRM4 agonist	M1 PAM	M5 PAM
CC(=O)N1CCc2cc(S(=O)(=O)NC(Cc3ccccc3)C(=O)O)ccc21 (stereo not drawn)	-10	-13	-0.3	-9	1	-2	0	7	6
C=CCc1cccc2cc(C(=O)Nc3ccccc3C(=O)O)c(=O)oc12	6	-9	-6.7	6	4	6	4	-2	6

Among those listed so far, 7 have a Cl atom.
SMILES	CHRM5 antagonist	CHRM4 antagonist	CRFBP-R2 agonist	M1 antag	M5 ag	M4 PAM	CHRM4 agonist	M1 PAM	M5 PAM
Cc1nn(-c2ccccc2)c(Cl)c1C(=O)N(C)CC(=O)Nc1cccc(F)c1	3	-1	0.0	-17	4	-2	5	3	1
O=C(Nc1cccc(NC(=O)c2ccc(Cl)cc2Cl)c1)c1cccnc1	5	2	-1.0	-3	1	-9	15	6	-7
O=C(COc1ccc(Cl)cc1)Nc1cc(S(=O)(=O)N2CCCCC2)ccc1N1CCCCC1	-6	-19	8.6	-12	0	9	0	1	1
Oc1cc2c(cc1C(c1ccc(Cl)c(Cl)c1)N1CCCC1)OCO2 (stereo not drawn)	-4	5	0.4	0	1	-1	4	8	-9
O=C(NCc1ccc(Cl)cc1Cl)Nc1ccccc1	18	-3	0.2	8	-1	-22	11	-12	-16
COc1ccc(C2=CC(=O)C[C@H](c3ccc(Cl)cc3)C2)cn1	-7	-5	-2.5	-6	-1	7	1	7	10
Cc1noc(NS(=O)(=O)c2ccc(NC(=O)/C=C/c3ccc(Cl)cc3Cl)cc2)c1C	-1	-7	-2.6	3	0	2	0	1	-1

Screening data deposited in PubChem BioAssay by several laboratories.
